Source: PubChem BioAssay
INS-1E GSIS act: GLuc luminescence reporter in INS-1E cells, primary screen for activators of glucose-dependent secretion of insulin; INS-1E GLuc reporter insulin secretion, 2-3 h; activation, % at 16.6 µM; 370,000 tested, 0.61% active; AID 743287;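 active = lowest replicate activation of at least 40%, so every replicate reaches that level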;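 also: 0% = median of neutral control wells and 100% = median of IBMX positive control wells; some compounds called inactive have numbers as strong as hits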
CFTR F508del cor: correctors of CFTR F508del function in bronchial epithelial cells; CFBE cells, YFP halide quenching; stimulated with forskolin plus potentiator P3; % fluorescence drop versus neutral controls; activity (quench increase), % at 7.58 µM; 350,000 tested, 0.36% active;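 active = mean added fluorescence quench of at least 8% versus neutral control, with both replicates also reaching 8%; inconclusive = only one of the mean or replicate conditions met; inactive = mean below 8% and not both replicates reaching 8%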;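 also: cells transiently co-express mutant CFTR-F508del with the halide-sensitive YFP; corrector assay measuring rescue of mutant channel to the surface after 24 h compound exposure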
E-selectin induc: induces E-selectin expression in human endothelial cells. HUVEC E-selectin immunofluorescence imaging; normalized: neutral wells 0, TNF-alpha wells 100. 260,000 tested, 0.37% active. activation, % at 7.58 µM. P16581;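 active = mean E-selectin-positive cell signal at least 10% of the positive control, reached in at least 60% of replicates, without over 20% cell loss; inconclusive = no rule given, readout overlaps actives, possibly toxicity-flagged; inactive = the rest, including those meeting only one limit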;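 also: in these data hits start at about 27%; measured in HUVEC primary endothelial cells; signal is the percent of cells scored E-selectin positive by PE staining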
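System: HUVEC, human umbilical vein endothelial cells; quantity: 3,000 cells/well; buffer or medium: EGM-2 medium, gelatin-coated wells; dosing: single-point compound dose; detection: immunofluorescence imaging; evaluation: % PE-positive cells; benchmarks: TNF-alpha, DMSO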
XiGFP reactiv: reactivates the inactive X chromosome in mouse fibroblasts | XiGFP mouse fibroblasts, % GFP-positive cells imaging, 3 d; cells co-treated with 5-aza-dC sensitizer; scaled so ellipticine positive control = 100% | activation, % at 7.58 µM | 360,000 tested, 0.055% active | AID 743238;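 active = mean normalized replicate activation at least 10% and every replicate at or above 10%; inconclusive = only one of the two criteria met; inactive = mean below 10% and not all replicates reach 10%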;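 also: 0% = median of on-plate neutral control wells and 100% = ellipticine 6 µM median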
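System: 68-5-11 XiGFP fibroblast line | Buffer or medium: DMEM containing 5-aza-dC | Compound: Single point | Times: Compounds 3 days, fix/stain 15 min at room temperature | Benchmarks: Positive control ellipticine, 6 µM final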
CASP6 VEID inh: caspase-6 (human) enzyme inhibition; P55212; purified caspase-6, Z-VEID-R110 cleavage fluorescence; inhibition, % at 12.5 µM; 350,000 tested, 0.53% active; AID 686996;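 active = mean inhibition across replicates at least about 35%, with every replicate also reaching that limit, limit read from the data; inconclusive = only one of the two criteria met; inactive = neither criterion met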;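 also: 0% = median of neutral control wells and 100% = no fluorescence left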
Target sequence (P55212 24-179 limits assumed): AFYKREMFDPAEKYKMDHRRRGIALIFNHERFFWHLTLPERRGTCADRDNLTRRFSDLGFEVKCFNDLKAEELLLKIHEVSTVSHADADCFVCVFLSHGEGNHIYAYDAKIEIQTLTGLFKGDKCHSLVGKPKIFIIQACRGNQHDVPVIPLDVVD
Target sequence (P55212 194-293 limits assumed): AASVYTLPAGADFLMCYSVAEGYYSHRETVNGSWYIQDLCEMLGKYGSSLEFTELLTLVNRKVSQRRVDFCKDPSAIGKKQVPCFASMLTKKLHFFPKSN
RAD52 inh: RAD52 (human) annealing inhibition; P43351; recombinant RAD52 DNA annealing, FRET fluorescence; inhibition, % at 18.7 µM; 360,000 tested, 0.46% active;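 active = every replicate showing at least 50% inhibition; inconclusive = mean inhibition at least 50% but not in every replicate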
DENV2 CPE rescue: protects cells from dengue virus 2 cytopathic effect; 350,000 tested, 1.7% active; DENV2-infected cells, cytopathic effect rescue, plate reader; CPE inhibition, % at 9.99 µM; AID 651640; in the data active = CPE inhibition above about 20%, passing the limit was not always enough; inconclusive = no clear call, values can overlap the other calls; tested in BHK-21 cells;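 also: 0% = median of neutral control wells and 100% = median of positive control wells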
RAD54 inh: inhibitors of human RAD54 branch migration; Q92698; 360,000 tested, 0.14% active; inhibition, % at 10.4 µM; RAD54 Holliday junction branch migration, FAM/BHQ fluorescence;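 active = mean normalized replicate activity at least 40 and at least half of replicates scoring 40 or more; inconclusive = only one of the two criteria met; inactive = mean below 40 and under half of replicates reaching 40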;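 also: 0% = median of neutral control wells and 100% = median of positive control wells; inhibitors cause a drop in the FAM fluorescence signal; in these data hits start at about 50%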
Target sequence (Q92698 whole entry, looked up): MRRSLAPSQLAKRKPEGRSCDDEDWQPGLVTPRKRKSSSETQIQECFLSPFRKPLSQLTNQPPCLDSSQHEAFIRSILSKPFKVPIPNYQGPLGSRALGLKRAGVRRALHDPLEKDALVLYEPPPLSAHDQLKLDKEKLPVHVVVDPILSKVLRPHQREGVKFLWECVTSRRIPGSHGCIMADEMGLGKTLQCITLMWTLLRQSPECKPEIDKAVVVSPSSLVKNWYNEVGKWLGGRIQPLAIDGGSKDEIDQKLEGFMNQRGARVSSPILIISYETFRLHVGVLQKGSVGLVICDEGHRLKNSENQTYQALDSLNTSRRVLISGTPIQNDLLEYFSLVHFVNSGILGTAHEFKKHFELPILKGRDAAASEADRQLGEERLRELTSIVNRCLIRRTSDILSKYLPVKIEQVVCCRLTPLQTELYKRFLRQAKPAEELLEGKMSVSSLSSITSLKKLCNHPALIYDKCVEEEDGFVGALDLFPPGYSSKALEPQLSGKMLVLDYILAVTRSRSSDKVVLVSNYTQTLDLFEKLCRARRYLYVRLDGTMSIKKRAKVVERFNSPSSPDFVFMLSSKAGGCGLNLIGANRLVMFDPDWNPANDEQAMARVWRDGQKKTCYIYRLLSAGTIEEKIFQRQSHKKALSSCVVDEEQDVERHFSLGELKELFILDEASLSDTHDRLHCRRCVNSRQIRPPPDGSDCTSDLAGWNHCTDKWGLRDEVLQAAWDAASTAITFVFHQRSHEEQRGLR
* hit, by the source's call; u = inconclusive; x = no result given. Rows were taken by chance, and some 3.7% of all compounds hit somewhere here.

SMILES	INS-1E GSIS act	CFTR F508del cor	E-selectin induc	XiGFP reactiv	CASP6 VEID inh	RAD52 inh	DENV2 CPE rescue	RAD54 inh
O=C(NC1CCCCC1)C(c1ccc(-c2ccccc2)cc1)n1c(=O)c(-c2ccco2)nc2ccccc21 (centres undefined)	-18	1.9	1.1	0.0	4	-35	u	x
O=C(NNc1c2ccccc2nc2ccccc12)c1ccc(Cl)cc1	-34	x	2.7	-0.1	-4	1	12	-9
CN1CCN(c2nc(-c3ccccc3Cl)nc3ccccc23)CC1	13	-1.5	0.0	0.0	-2	-11	0	6
CNC(=O)C[C@@H]1CC[C@@H]2[C@H](COc3ccc(NS(=O)(=O)c4cccc(F)c4)cc3C(=O)N2C)O1	3	1.0	0.1	0.1	-2	-5	-4	-9
O=C(NCc1ccccc1)C(c1cc2ccccc2o1)n1c(=O)c(-c2ccco2)nc2ccccc21 (centres undefined)	-1	4.3	-0.1	0.0	3	-20	-14	x
COc1ccc(S(=O)(=O)N(C)C[C@@H]2Oc3c(NC(=O)c4ccc(-c5nccs5)cc4)cccc3C(=O)N([C@@H](C)CO)C[C@@H]2C)cc1	6	1.3	x	-0.8	0	-12	9	1
Cc1ccc(S(=O)(=O)Cc2ccc(C(=O)N3CCCCC3C)cc2)cc1 (centres undefined)	-7	2.2	x	0.1	-5	-4	-11	-11
C[C@@H]1CN([C@H](C)CO)C(=O)c2cc(C#CC3CC3)cnc2O[C@@H]1CN(C)S(=O)(=O)c1cccc(F)c1	-11	-3.0	-0.1	-1.0	2	0	-4	4
CN(c1ccccc1)S(=O)(=O)c1ccc(NC(=O)c2ccc(-c3ccccc3)cc2)cc1	-10	0.4	x	x	0	1	-5	-4
CCCC(=O)Nc1ccc2c(c1)OC[C@H](C)N(CCC)C[C@H](C)[C@H](OC)CN(C)C2=O	-2	1.1	-0.2	0.2	1	4	5	3
Cc1ccc(/C=C2\C(=O)NC(=O)N2C)o1	-44	-0.4	x	0.0	-3	-58	-2	-4
Fc1ccc(N2CCN(C(=S)NCC3CCCO3)CC2)cc1 (centres undefined)	-3	0.7	x	0.3	-1	-6	-2	x
Cc1ccc(CNS(=O)(=O)c2c(C)[nH]c(C)c2C(=O)N2CCCC2)cc1	6	-0.7	0.0	0.0	0	-9	2	-1
CN(C)CCN(CC1CCCN(Cc2ccccc2F)C1)C(=O)c1ccc(Cl)cc1 (centres undefined)	-13	-2.6	x	0.0	-42	-15	u	8
Cc1ccc2oc(C(=O)N3CCC(C(N)=O)(N4CCCCC4)CC3)c(C)c2c1	10	1.8	x	0.1	4	-11	6	-11
CO[C@H]1CN(C)C(=O)c2ccc(NC(=O)c3cc(C)on3)cc2OC[C@@H](C)N(CC2CC2)C[C@H]1C	7	-3.3	0.0	-0.2	-3	6	20	5
CC(=O)c1cccc(NC(=O)C(NC(C)C)c2ccccc2)c1 (centres undefined)	11	2.7	x	0.1	-5	-13	-2	x
Cc1noc(C)c1NC(=O)N(C)C[C@@H]1OCCCC[C@H](C)Oc2ccc(NC(=O)Nc3ccc4c(c3)OCO4)cc2C(=O)N([C@H](C)CO)C[C@@H]1C	-5	1.2	0.2	-0.7	-2	16	-3	-3
COc1ccc2c3c([nH]c2c1)[C@H](CO)N(C(=O)C1CC1)CC31CN(Cc2nccs2)C1	18	2.0	0.2	0.2	-1	0	17	x
Cc1c(CC(=O)O)c(=O)oc2cc3c(cc12)CCC(C)(C)O3	16	-1.3	x	0.0	-3	-12	3	-1
O=C(C[C@@H]1C=C[C@H](NC(=O)Nc2ccc3c(c2)OCO3)[C@@H](CO)O1)NCc1ccccc1	-4	1.6	-0.1	-0.4	0	12	-9	-4
CSc1ncccc1C(=O)OCc1cccc([N+](=O)[O-])c1	20	-2.8	2.0	0.1	-2	-8	-4	-7
Cc1ccccc1S(=O)(=O)N1CC[C@@H]2[C@@H](CO)Nc3ccc(-c4ccccc4)cc3[C@@H]21	1	2.6	-0.8	0.2	-1	22	-2	-6
CCOC(=O)CNC(=O)/C=C/c1ccc2c(c1)OCO2	11	-0.2	x	0.0	8	-8	-7	x

Shown comma-delimited: entries from further up.
SMILES,INS-1E GSIS act,CFTR F508del cor,E-selectin induc,XiGFP reactiv,CASP6 VEID inh,RAD52 inh,DENV2 CPE rescue,RAD54 inh
Cc1ccc(CNS(=O)(=O)c2c(C)[nH]c(C)c2C(=O)N2CCCC2)cc1,6,-0.7,0.0,0.0,0,-9,2,-1
CN(C)CCN(CC1CCCN(Cc2ccccc2F)C1)C(=O)c1ccc(Cl)cc1 (centres undefined),-13,-2.6,x,0.0,-42,-15,u,8

Later entries.
SMILES	INS-1E GSIS act	CFTR F508del cor	E-selectin induc	XiGFP reactiv	CASP6 VEID inh	RAD52 inh	DENV2 CPE rescue	RAD54 inh
N#Cc1ccc(OCC(O)CN2CCN(CC(O)COc3ccc(C#N)cc3)CC2)cc1 (centres undefined)	13	0.4	0.5	0.1	-4	-12	-1	-7
CN(C)CC(C)(C)CNS(=O)(=O)c1ccc(OC(F)(F)F)cc1	27	1.3	-0.2	0.0	-1	-2	2	x
COc1cccc(/C=C(\C(=O)O)c2ccccc2)c1	x	-1.1	0.0	0.1	-1	-5	-3	x
C[C@H]1CN([C@@H](C)CO)C(=O)c2cc(-c3ccc(F)cc3)cnc2O[C@H]1CN(C)Cc1ccc(C(=O)O)cc1	9	1.2	0.1	-0.8	-3	4	16	4
O=C1CCC/C=C\C[C@H](CC(=O)N(CCO)Cc2ccccc2)C(=O)N2CCC[C@@H]2CO1	13	2.2	0.2	0.0	-2	1	-5	6
COc1ccc(C(=O)O/N=C(/c2ccccc2)c2ccncc2)cc1OC	26	-2.1	6.5	0.3	5	5	5	x
Cc1cc(=O)n2[nH]nnc2n1	-55	-1.2	x	-0.1	-3	-11	u	-11
O=C(Nc1cc(F)ccc1F)N1CC(=O)N2[C@H](CO)[C@@H](c3ccc(-c4ccc(F)cc4)cc3)[C@@H]2C1	-10	0.4	-0.6	0.0	-2	-24	2	x
CCCSc1nnc(NC(=O)CSc2nc3[nH]c(=O)cc(O)c3s2)s1	1	-1.1	x	0.2	5	-46	-3	-2
NCC(=O)NCC(=O)NC[C@H]1O[C@@H](n2ccc(=O)[nH]c2=O)[C@H](O)[C@@H]1O	4	-0.1	-0.4	0.0	0	-5	4	-4
C[C@H](CO)N1C[C@H](C)[C@@H](CN(C)CC2CCOCC2)Oc2ncc(C#Cc3ccncc3)cc2C1=O	15	-0.2	-0.5	1.8	-4	-13	-5	-2
O=C(CCCn1nnc(-c2cccnc2)n1)c1ccc(F)cc1	9	2.7	x	x	0	-15	9	1
O=C(c1cccc(Cl)c1)N1CCCC(c2ccc(Cl)cc2)=N1	-2	-0.1	x	x	1	5	-1	2
C[C@@H]1CN([C@H](C)CO)C(=O)c2cc(NS(C)(=O)=O)ccc2O[C@@H](C)CCCCO[C@H]1CN(C)C(=O)Nc1ccccc1	0	-2.8	0.6	0.3	0	7	-7	5
COc1ccc(S(=O)(=O)N(C)C[C@@H]2Oc3c(NC(=O)Nc4ccccc4)cccc3C(=O)N([C@@H](C)CO)C[C@@H]2C)cc1	-8	-2.2	-0.3	-1.3	x	x	x	x
O=C(CSc1nc(NS(=O)(=O)c2ccccc2)cc(=O)[nH]1)Nc1ccccc1C(F)(F)F	-8	-0.6	x	0.0	x	-38	1	-2
COc1ccccc1N1CCN(C(=O)c2cc(-c3ccccc3)nc3c2cnn3C(C)C)CC1	-10	-0.1	-0.2	-0.1	1	-31	10	-10
CC(=O)Nc1ccc(C(=O)COC(=O)Cc2ccsc2)c(F)c1	-1	4.6	-0.2	0.1	-3	-13	12	-14
COc1cc(CC(=O)OCC(=O)NC2CCCC2)cc(OC)c1OC	28	2.5	x	0.0	0	-16	-5	x
NC(=O)NC(CC(=O)NNC(=O)c1ccccn1)c1ccc(Cl)cc1 (centres undefined)	23	1.7	0.0	0.0	-2	-3	0	-13
CN(CC(=O)Nc1ccccc1F)CC(=O)Nc1ccc(F)c(F)c1F	2	3.0	0.1	0.0	2	-14	7	x
COc1ccc(CCNC(=O)c2ccccc2NS(=O)(=O)c2c(F)cccc2F)cc1	-41	2.7	x	0.0	2	-1	1	-7
Cc1ccc(CNC(=O)CN(C)S(=O)(=O)c2cccc3cccnc23)cc1	1	1.4	x	0.0	2	-12	2	6
COC(=O)Cc1nnn2c1[C@H](C)[C@@H](OC)c1ccc(C(F)(F)F)cc1-2	-2	-0.2	-0.1	-0.2	-2	-9	-10	x
O=C(Cn1nnc(-c2ccncc2)n1)N1CCc2ccccc21	0	-0.2	x	x	0	-2	10	-3
Nc1nc2c(ncn2[C@@H]2O[C@H](C(=O)N[C@@H](Cc3ccccc3)C(=O)NCc3ccccc3)[C@@H](O)[C@H]2O)c(=O)[nH]1	x	-0.1	0.0	0.4	3	3	-5	x
CC(NC(=O)c1ccccc1F)c1nnc(SCC(=O)NC2CCCC2)n1C (centres undefined)	6	-0.2	-0.1	-0.1	11	10	-3	-3
NS(=O)(=O)c1ccc(N2N=C(c3ccccc3)CC2c2cccc(Br)c2)cc1 (centres undefined)	-11	0.6	4.6	0.0	-2	-14	10	1
Cc1cc(C)cc(N(CCC#N)C(=O)COC(=O)CN2C(=O)NC(C)(C)C2=O)c1	-7	-3.1	1.8	-0.1	2	0	6	x
C=CCN(c1ccc(C(=O)Nc2ccc(C)c(C)c2)cc1)S(C)(=O)=O	1	x	x	-0.1	-3	-17	0	x
N#CC(C#N)=C1C=CC=CN1/C(=C\c1ccccc1)C(=O)c1cccs1	4	-0.1	x	-0.1	3	-42	-4	x
Cc1cc(C)c(-c2c(O)c3ccccc3n(C)c2=O)c(C)c1	-14	-0.1	-0.2	0.1	-2	-2	72*	8
CC(=O)N1CCN(c2ccc(NC(=O)c3ccc([N+](=O)[O-])cc3Cl)cc2)CC1	1	0.8	x	0.0	-1	-9	2	3
O=c1[nH]c2ccccc2n2c(C(F)(F)F)nnc12	15	1.8	x	0.4	-5	-10	0	-7
FC(F)(F)c1ccccc1-n1c(-c2ccco2)n[nH]c1=S	2	-2.0	0.2	0.1	-1	-6	3	-5
COc1ccc(/C=C2\SC(=S)N(CC(=O)NC3C=CS(=O)(=O)C3)C2=O)cc1 (centres undefined)	10	-3.3	x	0.0	0	-17	-7	-10
O=C(COC(=O)Cc1ccc(-c2ccccc2)cc1)NCc1ccccc1	-1	3.8	-0.1	0.2	x	-18	u	0
O=C(CCS(=O)(=O)c1ccccc1)Nc1cccc2c1C(=O)NC2=O	17	1.5	-2.0	0.2	-5	-17	2	x

Three entries out of the list, arranged by formula weight, lowest first:
SMILES	INS-1E GSIS act	CFTR F508del cor	E-selectin induc	XiGFP reactiv	CASP6 VEID inh	RAD52 inh	DENV2 CPE rescue	RAD54 inh
Cc1c(CC(=O)O)c(=O)oc2cc3c(cc12)CCC(C)(C)O3	16	-1.3	x	0.0	-3	-12	3	-1
Fc1ccc(N2CCN(C(=S)NCC3CCCO3)CC2)cc1 (centres undefined)	-3	0.7	x	0.3	-1	-6	-2	x
CO[C@H]1CN(C)C(=O)c2ccc(NC(=O)c3cc(C)on3)cc2OC[C@@H](C)N(CC2CC2)C[C@H]1C	7	-3.3	0.0	-0.2	-3	6	20	5
